Assay outcomes: PubChem, The Scripps Research Institute Molecular Screening Center
CHRM1 agonist = activates human CHRM1 receptor | P11229 | CHO-K1 hM1, Fluo-8 calcium fluorescence, agonist mode; 0% DMSO, 100% acetylcholine EC100 | activation, % at 3 µM | 360,000 tested, 0.33% active;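 active = activation above the run's mean compound activation plus 3 SD, cut at about 16% in these data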;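 note: peak over basal fluorescence ratio within a 140 s kinetic read after compound addition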
Target sequence (P11229 whole entry, looked up): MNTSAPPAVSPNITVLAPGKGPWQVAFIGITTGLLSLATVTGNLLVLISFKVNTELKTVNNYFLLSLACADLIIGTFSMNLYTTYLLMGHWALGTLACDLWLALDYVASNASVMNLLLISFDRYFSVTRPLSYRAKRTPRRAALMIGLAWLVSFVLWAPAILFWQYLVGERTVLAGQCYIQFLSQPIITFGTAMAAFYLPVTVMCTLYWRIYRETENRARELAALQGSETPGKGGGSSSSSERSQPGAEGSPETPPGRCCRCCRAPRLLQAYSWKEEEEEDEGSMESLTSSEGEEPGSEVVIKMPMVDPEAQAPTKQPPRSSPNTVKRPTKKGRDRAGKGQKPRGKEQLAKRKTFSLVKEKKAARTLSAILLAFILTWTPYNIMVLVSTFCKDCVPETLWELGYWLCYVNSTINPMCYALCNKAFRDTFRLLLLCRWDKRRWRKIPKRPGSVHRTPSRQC
OXTR potentiate = potentiates the human oxytocin receptor response | P30559 | CHO-OTR cells, Fluo-8 calcium fluorescence, potentiator mode; 0% = oxytocin EC15, 100% = EC100 | activation, % at 3 µM | 320,000 tested, 0.061% active | AID 2445;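 active = activation above that plate's cutoff, the mean activation of tested compounds plus 3 SD, cut at about 6.6% in these data, passing the limit was not always enough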;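 note: 100% uses oxytocin at 75 nM as the full agonist control; some results filed as inactive read as strong as hits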
Target sequence (P30559 whole entry, looked up): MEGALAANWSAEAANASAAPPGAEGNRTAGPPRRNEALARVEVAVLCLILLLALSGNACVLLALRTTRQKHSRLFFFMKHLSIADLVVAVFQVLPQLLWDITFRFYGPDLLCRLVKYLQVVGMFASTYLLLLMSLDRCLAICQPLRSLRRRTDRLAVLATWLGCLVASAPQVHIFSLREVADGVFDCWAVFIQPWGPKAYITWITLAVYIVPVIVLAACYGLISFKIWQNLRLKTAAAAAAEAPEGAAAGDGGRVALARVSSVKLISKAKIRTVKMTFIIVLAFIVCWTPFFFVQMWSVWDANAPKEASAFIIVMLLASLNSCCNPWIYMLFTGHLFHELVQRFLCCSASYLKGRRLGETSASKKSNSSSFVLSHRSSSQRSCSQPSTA
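test system = CHO-OTR cells, human receptor | compound = single-point 3.0 µM | schedule = 6 min compound pre-incubation at room temperature, 100 s kinetic read | signal = Fluo-8 no-wash calcium dye fluorescence, excitation 470-495 nm, emission 515-575 nm | repeats = single well per compound, singlicate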
TAAR1 agonist = human TAAR1 agonism; Q96RJ0; CHO RD-HGA16 TAAR1, Fluo-8 calcium fluorescence; vehicle wells 0%, saturating PEA agonist 100%; activation, % at 3 µM; 360,000 tested, 0.99% active;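 active = activation above the mean activation of all test compounds in the run plus 3 SD, cut at about 38% in these data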
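Signal – calcium-sensitive Fluo-8 signal, excitation 470-495, emission 515-575 nm · System – RD-HGA16 (CHO) cells co-expressing Gα16 and hTAAR1 · Incubation – 17-24 h seeding, 75 min 37 °C dye, 30 min RT · Compound dosing – 3 µM single concentration · Repeats – no replicates (n 1)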
M1 PAM = potentiates human M1 receptor response to acetylcholine; P11229; CHO-K1 hM1, Fluo-8 calcium fluorescence, ACh EC20; 0% = ACh EC20, 100% = maximal ACh; activation, % at 3 µM; 360,000 tested, 0.088% active; in the data active = activation above about 19%, passing the limit was not always enough
CHO parental Ca = signal in parental CHO cells, OX1R antagonist counter-screen. parental CHO-K1, ATP-induced calcium, Fluo-8 fluorescence. inhibition, % at 5.6 µM. 330,000 tested, 0.63% active;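 active = inhibition above that plate's mean sample inhibition plus 3 SD, cut at about 26% in these data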;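 note: 0% = ATP-challenged DMSO wells and 100% = DMSO wells without ATP; some compounds past the cut are filed as inactive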
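Test system: untransfected parental CHO cell line. Compound: one dose, 5.6 µM nominal. Detection: intracellular calcium via Fluo-8 no-wash fluorescent dye. Measure: % inhibition. Benchmarks: ATP-challenged DMSO wells low, unchallenged DMSO wells high.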
V1aR counter = V1a receptor agonism, counter-screen for OXTR agonists | 320,000 tested, 0.25% active | activation, % at 3 µM | CHO-V1R cells, Fluo-8 calcium fluorescence, agonist mode; 0% DMSO, 100% 3 nM vasopressin | P37288;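 active = activation above the mean activation of all tested compounds plus 3 SD, per screening run, cut at about 20% in these data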;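 note: signal is peak over basal fluorescence ratio across a 100 second FLIPR read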
M1 antag = blocks human M1 muscarinic receptor; CHO-K1 hM1, Fluo-8 calcium fluorescence, ACh EC80 antagonist; inhibition, % at 3 µM; 360,000 tested, 1.3% active; AID 588852;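 active = percent inhibition above its own plate's cutoff, namely the mean of that plate's compound wells plus 3 SD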;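 note: peak over basal fluorescence ratio during 140 s after agonist addition; 0% = ACh EC80 plus DMSO and 100% = DMSO alone without agonist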
TAAR1 antagonist = human TAAR1 antagonism; Q96RJ0; CHO RD-HGA16 TAAR1, Fluo-8 calcium fluorescence, antagonist; inhibition, % at 3 µM; 360,000 tested, 1.5% active; AID 624466;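 active = inhibition above a per-plate cutoff, the mean inhibition of test compounds on that plate plus 3 SD, cut at about 49% in these data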;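 note: 0% = DMSO plus EC80 beta-PEA response and 100% = DMSO alone without agonist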
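Assay system: RD-HGA16 CHO cells with stable hTAAR1 and Gα16 / Reagent: EC80 β-phenethylamine stimulus / Doses: 3 µM, single point / Timing: dye loading 75 min at 37 °C, then 30 min room temperature / Measured by: Fluo-8 intracellular calcium dye fluorescence, real-time kinetic reads / Controls: vehicle wells and EC80 agonist wells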
OXTR ag = agonists of human oxytocin receptor; P30559; CHO-OTR cells, Fluo-8 calcium fluorescence; normalized: DMSO 0%, oxytocin 100%; activation, % at 3 µM; 320,000 tested, 0.32% active;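 active = activation above the mean of all tested compounds plus 3 SD, cutoff set per screening run, cut at about 20% in these data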;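 note: peak over basal fluorescence ratio from a 100 s FLIPR kinetic read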
Starred values were filed as active, the others as inactive; . = no result given. Compounds were not picked by outcome; any-hit rate near 3.7%.

SMILES	CHRM1 agonist	OXTR potentiate	TAAR1 agonist	M1 PAM	CHO parental Ca	V1aR counter	M1 antag	TAAR1 antagonist	OXTR ag
CCCn1c(-c2ccc[nH]c2=O)nc2cc(C)c(C)cc21	-9	-18	0	-3	-17	0.4	4	-24	-1.7
COc1ccc(C(CNC(=O)c2cccc(S(=O)(=O)Nc3ccc(F)cc3)c2)N2CCOCC2)cc1 (configuration not stated)	-4	.	9	-1	.	.	6	-15	.
Cc1cccc(NC(=O)CN2C(=O)N/C(=C/c3cc(C)n(-c4cccnc4)c3C)C2=O)c1	-12	-18	-1	10	-11	0.8	-3	7	-2.0
CC(O)CN(Cc1ccc(Cl)cc1)CC(C)O (configuration not stated)	-8	-1	7	6	-10	-0.2	-9	-7	1.3
CSCCC(NC(=O)c1cccc(S(=O)(=O)N2CCOCC2)c1)c1nc2ccccc2[nH]1 (configuration not stated)	-7	0	8	3	-19	-0.2	5	-32	-1.7
CCn1nc(C(=O)N2CCc3ccccc32)c2ccccc2c1=O	-5	-4	-2	-1	-22	-1.0	6	-12	-3.4
COC(=O)c1cc(NC(=O)CC2C(=O)NCCN2C(=O)c2ccc(F)cc2)cc(C(=O)OC)c1 (configuration not stated)	-7	-2	8	7	-6	0.9	-4	2	1.2
Cc1cccc(NC(=O)CCN2CCN(C)CC2)c1	-3	2	-1	-3	-2	-0.7	3	0	1.1
COc1ccccc1CN1C(=O)[C@@H]2Cc3c([nH]c4ccccc34)C(C)(C)N2C1=O	3	-11	13	4	-11	6.5	4	24	6.5
COc1ccc(/C=N/Nc2nonc2N)cc1OC	-1	-14	2	5	1	-0.3	-17	12	-0.8
CCOP(=O)(OCC)/C(=N/OC(=O)c1ccc(Cl)cc1Cl)C(N)=O	-3	-3	1	1	-6	-0.1	-6	-5	-0.3
COc1ccc(NC(=O)Cn2nnc(C(=O)NCc3cccs3)c2N)c(OC)c1	0	-8	5	16	-13	0.8	-12	-11	0.2
Nc1c(C(=O)N2CCOCC2)oc2ccccc12	-2	-2	1	11	-2	-0.4	-11	-8	0.4
Cc1ccc(S(=O)(=O)N2CCN(C(=O)CC(C)C)CC2)cc1	-5	0	6	3	-5	1.6	-1	13	0.2
COc1ccc(C(=O)Nc2ccc(S(=O)(=O)N3CCCC3)cc2)cc1[N+](=O)[O-]	0	-9	2	7	-9	5.5	-5	-3	3.9
CCOC(=O)[C@@H]1[C@H]2COc3ccccc3[C@@H]2N2C(=O)N(c3cccc(Cl)c3)C(=O)[C@@]12C	0	-11	3	0	-4	2.6	-2	7	5.7
O=S(=O)(Nc1nc2ccccc2nc1N1CCN(c2ccccc2)CC1)c1ccc(F)cc1	0	-17	6	0	-11	8.6	-5	16	11
O=C(COc1ccccc1)OCC(=O)c1ccc(S(=O)(=O)N2CCCCC2)cc1	-2	7	0	7	-8	0.2	-6	0	1.9
C=CCN1C(=O)c2ccccc2C1(O)Cc1ccccc1 (configuration not stated)	-3	-9	1	13	-7	1.4	-19	-2	0.9
O=C(Nc1cccc(Br)c1)c1ccc2snnc2c1	0	-10	0	-11	18	5.2	10	11	1.5
O=C(COc1cccnc1[N+](=O)[O-])N1CCc2ccccc2C1	-8	-3	8	3	-6	-0.2	0	0	0.8
CCOP(=O)(OCC)C(C)(C)NC(=O)Nc1ccc(Cl)c(Cl)c1	0	-10	7	-5	-3	4.3	1	9	2.0
Cc1cccc(C)c1NC(=S)N/N=C/c1ccc(C(=O)O)cc1	-3	-5	-2	6	-3	0.1	-10	-26	1.7
CC(=O)c1cccc(-c2cnc3c(NC=O)cc(-c4ccc(F)cc4)cn23)c1	0	.	9	1	.	.	11	28	.
COc1ccccc1/C=C1\SC(=S)N(CCC(=O)NNC(=O)c2ccccc2O)C1=O	-1	-10	.	-5	-12	1.5	11	.	0.4
CCC(=O)c1c(NCCc2ccccc2)cc(C)oc1=O	-8	-7	-1	8	-12	-0.4	-2	-11	-0.9
Cc1ccnc(NC(=O)c2cc3cc(F)ccc3s2)c1	-1	-21	-2	20	-22	-0.8	-17	-29	-1.7
O=C(NCC(=O)N(Cc1ccccc1)C(C(=O)NCC1CCCO1)c1ccccc1)c1cccs1 (configuration not stated)	-2	0	23	-11	-13	2.8	14	32	3.1
CNC(=S)N(Cc1cc2cc(OC)c(OC)cc2[nH]c1=O)C1CCCC1	-4	4	15	3	-3	0.4	2	2	-0.5
C#CCOCCOCCOCCNc1nc(N2CCN(C(=O)[C@H]([C@@H](C)CC)n3cc([C@@H](N)Cc4ccc(O)cc4)nn3)CC2)nc(N2CCN(C(=O)[C@H]([C@@H](C)CC)n3cc([C@@H](N)Cc4ccc(O)cc4)nn3)CC2)n1	10	-2	5	5	-4	0.2	-16	6	-0.6

Among those listed so far, these have two or more sulfur atoms.
SMILES	CHRM1 agonist	OXTR potentiate	TAAR1 agonist	M1 PAM	CHO parental Ca	V1aR counter	M1 antag	TAAR1 antagonist	OXTR ag
CSCCC(NC(=O)c1cccc(S(=O)(=O)N2CCOCC2)c1)c1nc2ccccc2[nH]1 (configuration not stated)	-7	0	8	3	-19	-0.2	5	-32	-1.7
COc1ccccc1/C=C1\SC(=S)N(CCC(=O)NNC(=O)c2ccccc2O)C1=O	-1	-10	.	-5	-12	1.5	11	.	0.4

Additional records:
SMILES	CHRM1 agonist	OXTR potentiate	TAAR1 agonist	M1 PAM	CHO parental Ca	V1aR counter	M1 antag	TAAR1 antagonist	OXTR ag
Nc1nc(Br)c2c(F)cccc2c1-c1ccc(F)cc1	-5	-5	14	0	-5	-0.9	-1	2	-1.4
O=S(=O)(c1ccc(Br)cc1)N1CCC(c2nc3ccccc3[nH]2)CC1	-4	-9	11	0	-4	1.7	-8	40	1.3
COC(=O)c1ccccc1NC(=O)c1ccc(-c2ccc(Br)cc2)o1	-3	-12	0	3	-7	1.1	-6	-12	-0.2
CCN(NC(=O)C(O)(c1ccc(F)cc1)c1ccc(F)cc1)C(=O)c1ccccc1	-5	1	1	9	-10	-0.2	-7	-7	0.8
COc1ccccc1OCc1ccc(C(=O)N2CCN3CCCC3C2)cc1 (configuration not stated)	-5	-6	-4	-1	-9	-0.7	2	5	0.2
CCCCNS(=O)(=O)c1ccc(NC(=O)Cc2ccc(OC)cc2)cc1	4	-24	20	6	-3	8.1	-4	9	9.4
COC(=O)c1sc(S(=O)(=O)N2CCN(c3ccccc3F)CC2)c(C(=O)OC)c1C	-4	-8	-1	-6	-18	-0.1	-4	3	0.5
CCCCN1CC(C(=O)NCc2ccc(C)cc2)CC1=O (configuration not stated)	-2	-6	4	-2	-10	-0.1	-3	8	-0.6
COc1ccc(NC(=O)COC(=O)c2ccccc2SCC(=O)N2CCCC2)cc1	0	-3	3	0	-15	1.2	-15	16	-0.6
CCOC(=O)c1sc(NC(=O)CCN2CCN(C)CC2)c(C(=O)OCC)c1C	-6	4	1	10	-21	0.9	-9	-23	1.3

Given as labelled records: part of the list above.
> Nc1nc(Br)c2c(F)cccc2c1-c1ccc(F)cc1
  CHRM1 agonist: -5 | OXTR potentiate: -5 | TAAR1 agonist: 14 | M1 PAM: 0 | CHO parental Ca: -5 | V1aR counter: -0.9 | M1 antag: -1 | TAAR1 antagonist: 2 | OXTR ag: -1.4

> O=S(=O)(c1ccc(Br)cc1)N1CCC(c2nc3ccccc3[nH]2)CC1
  CHRM1 agonist: -4 | OXTR potentiate: -9 | TAAR1 agonist: 11 | M1 PAM: 0 | CHO parental Ca: -4 | V1aR counter: 1.7 | M1 antag: -8 | TAAR1 antagonist: 40 | OXTR ag: 1.3

> COC(=O)c1ccccc1NC(=O)c1ccc(-c2ccc(Br)cc2)o1
  CHRM1 agonist: -3 | OXTR potentiate: -12 | TAAR1 agonist: 0 | M1 PAM: 3 | CHO parental Ca: -7 | V1aR counter: 1.1 | M1 antag: -6 | TAAR1 antagonist: -12 | OXTR ag: -0.2

> CCN(NC(=O)C(O)(c1ccc(F)cc1)c1ccc(F)cc1)C(=O)c1ccccc1
  CHRM1 agonist: -5 | OXTR potentiate: 1 | TAAR1 agonist: 1 | M1 PAM: 9 | CHO parental Ca: -10 | V1aR counter: -0.2 | M1 antag: -7 | TAAR1 antagonist: -7 | OXTR ag: 0.8

The list goes on:
SMILES	CHRM1 agonist	OXTR potentiate	TAAR1 agonist	M1 PAM	CHO parental Ca	V1aR counter	M1 antag	TAAR1 antagonist	OXTR ag
Cc1ccc(S(=O)(=O)N2CCOCC2)cc1NC(=O)CNC1CCCC1	-5	1	10	25	-6	-0.3	6	3	-0.9
CN(C)S(=O)(=O)c1ccc(Cl)c(C(=O)NCc2ccco2)c1	-7	-3	.	3	-6	0.7	1	.	0.6
Cc1c(C(=O)/C=C/N(C)C)nnn1-c1ccc(Cl)c(Cl)c1	-3	-2	1	5	-12	1.1	-8	-23	0.2
COc1cccc(CC(NC(C)=O)C(=O)NC2CCN(S(=O)(=O)c3ccc(NC(C)=O)cc3)CC2)c1OC (configuration not stated)	-6	-2	1	7	7	0.3	2	-8	0.1
COc1ccc(/C=C\c2nc(O)c([N+](=O)[O-])c(=O)[nH]2)cc1O	-5	-10	3	2	-1	0.7	3	-6	-0.4
CC(=O)Nc1cccc(NS(=O)(=O)c2ccc3c(c2)CCC(=O)N3)c1	-1	.	2	9	.	.	-21	-12	.
NCCCCCc1nnc(SCc2ccc(Cl)cc2Cl)o1	-5	-7	33	-14	-17	1.0	33*	-3	7.9
Cc1nc2ccc3nc(NC(=O)C4COc5ccccc5O4)sc3c2s1 (configuration not stated)	-1	-5	1	1	-13	0.6	-9	61*	-0.1
Cn1nnc(NC(=S)NC(=O)c2ccco2)n1	-5	-6	0	6	-2	0.3	-10	9	9.9
CCOC(=O)c1cc(CC)sc1/N=C/c1c(O)ccc2ccccc12	-6	-4	-1	9	-4	-0.5	-4	-1	-2.0
C=CCOc1c2ccc(C(=O)N(CC)c3ccc(OC)cc3)cc2nn1C	0	-12	5	7	-10	0.9	-1	13	0.2
O=C(CSc1nnc(C2CC2)n1CC1CCCO1)Nc1ccccc1Cl (configuration not stated)	-3	-4	2	-3	-10	-0.7	-1	3	0.6
